STAT3 inh = IL-6 driven STAT3 reporter inhibitors, primary screen, U3A cells, luciferase, luminescence, MLSCN library. IL-6 STAT3-luciferase reporter; host cell line lacks STAT1. inhibition, % at 5.5 µM. hit rate 0.89% among 190,000;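 active means inhibition above the mean inhibition across all screened compounds plus 3 SD, cut at about 44% in these data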;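 further: 0% = DMSO only wells and 100% = 100 µM nifuroxazide control wells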
HMGR II inh = inhibitors of E. faecalis class II HMGR, primary screen, biochemical, Enterococcus faecalis; purified E. faecalis HMGR, NADPH absorbance 340 nm kinetic; inhibition, % at 10 µM; hit rate 0.41% among 190,000; AID 1066, 2008;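 active means inhibition above a set limit, the median over all tested compounds plus 3 SD, cut at about 9.5% in these data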;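 further: enzyme runs in reverse so mevalonate oxidation gives rising NADPH absorbance; 0% = complete reaction with DMSO and 100% = background rate lacking mevalonate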
Hsp70 act = Hsp70 transcriptional activators, primary screen, cell-based, HeLa, Hsp70 promoter luciferase, luminescence, 10 µM | hit rate 0.04% among 200,000 | AID 1203, 2008 | activation, % at 10 µM | HeLa Hsp70 promoter luciferase reporter; scaled: vehicle 0, proteasome-inhibitor control 100%;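 active means activation above the mean across all tested compounds plus 3 SD, cutoff set per campaign, cut at about 5.5% in these data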;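 further: 100% = MG132 at 30 µM as the positive control and 0% = DMSO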
TLR4-MyD88 BLA = inhibitors of TLR4-MyD88 association in cells, primary screen, cell-based, HeLa CL3-4, BLA complementation, FRET ratio. HeLa CL3-4 TLR4/MyD88 BLA complementation. AID 861, 2007. hit rate 0.18% among 200,000. inhibition, % at 8.4 µM; in the data active means inhibition above about 25%;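 further: 0% = vehicle and 100% = reference inhibitor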
Target sequence (O00206 whole entry, looked up): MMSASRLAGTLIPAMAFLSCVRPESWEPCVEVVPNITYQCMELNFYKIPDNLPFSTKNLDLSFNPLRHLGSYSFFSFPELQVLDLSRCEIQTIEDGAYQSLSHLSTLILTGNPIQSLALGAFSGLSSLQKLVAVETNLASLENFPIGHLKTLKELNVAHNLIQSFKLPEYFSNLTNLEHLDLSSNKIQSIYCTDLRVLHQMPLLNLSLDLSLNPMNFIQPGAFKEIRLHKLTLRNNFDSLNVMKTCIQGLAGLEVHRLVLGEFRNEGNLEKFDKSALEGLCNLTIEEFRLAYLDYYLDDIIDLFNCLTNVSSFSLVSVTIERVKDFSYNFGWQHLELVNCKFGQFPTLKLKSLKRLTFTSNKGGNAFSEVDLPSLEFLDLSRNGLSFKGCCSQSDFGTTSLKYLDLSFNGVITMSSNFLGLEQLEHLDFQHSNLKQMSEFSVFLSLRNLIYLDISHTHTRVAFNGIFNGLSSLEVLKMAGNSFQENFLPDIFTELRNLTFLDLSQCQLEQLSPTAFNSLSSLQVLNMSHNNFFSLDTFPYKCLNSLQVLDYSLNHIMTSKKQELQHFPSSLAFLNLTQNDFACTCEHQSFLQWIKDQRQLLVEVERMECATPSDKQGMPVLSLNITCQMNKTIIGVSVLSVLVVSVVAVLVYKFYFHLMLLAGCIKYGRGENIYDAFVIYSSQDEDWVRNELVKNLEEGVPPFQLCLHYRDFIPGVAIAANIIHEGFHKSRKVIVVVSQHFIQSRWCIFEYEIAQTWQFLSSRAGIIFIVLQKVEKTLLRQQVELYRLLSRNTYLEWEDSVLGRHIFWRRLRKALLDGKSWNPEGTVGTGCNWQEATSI
Target sequence (Q99836 whole entry, looked up): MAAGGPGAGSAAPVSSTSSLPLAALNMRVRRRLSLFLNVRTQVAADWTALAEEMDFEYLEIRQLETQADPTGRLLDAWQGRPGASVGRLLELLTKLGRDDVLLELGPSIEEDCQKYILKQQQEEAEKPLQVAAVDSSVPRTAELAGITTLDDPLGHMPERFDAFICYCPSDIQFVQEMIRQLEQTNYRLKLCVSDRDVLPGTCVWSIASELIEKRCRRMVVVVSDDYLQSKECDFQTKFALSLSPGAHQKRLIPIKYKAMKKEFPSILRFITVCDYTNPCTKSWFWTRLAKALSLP
DTT redox prof = compounds producing H2O2 with reducing agent – biochemical, NIH compound library profiling, artefact control for MLSCN library redox annotation, primary screen; activation, % at 10 µM; hit rate 0.03% among 200,000; DTT-dependent redox cycling H2O2, phenol red/HRP absorbance; 100% = 100 µM peroxide control, 0% = buffer;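 active means activation of at least 50% relative to the plate's high and low controls in the primary single-dose screen; inactive means activation below 50%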;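 further: compound incubated with DTT at 0.8 mM final as the reducing agent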
STAT1 act = STAT1 signaling activators, primary screen, cell-based, HTS, luciferase reporter. activation (% of control), % at 5.5 µM. hit rate 2.6% among 200,000. NIH 3T3 STAT1-luciferase reporter, IFN-gamma, luminescence; 100% = IFN-gamma alone, no compound;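 active means activation above the screen-wide mean activation plus 3 SD, cut at about 130% in these data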;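 further: raw ratio to IFN-gamma control signal so 100% means no change and 0% no light; values of inactives mirror those of a sister screen read the other way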
STAT3 act = IL-6 driven STAT3 reporter potentiators, primary screen, U3A cells, luciferase, luminescence, MLSCN library; IL-6 STAT3-luciferase reporter; 100% = signal with IL-6 EC80 alone; activation (% of control), % at 5.6 µM; hit rate 0.91% among 190,000; AID 871, 2007;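 active means activation above the screen-wide mean of compound activation plus 3 SD, cut at about 130% in these data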;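 further: 0% = background luminescence of wells with medium and substrate only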
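Test system: Human STAT1-deficient U3A cells with stable STAT3-luciferase reporter | Also added: Interleukin-6, 33 ng/mL | Timing: Compound pre-incubation 1 h before IL-6, then 6 h stimulation at 37 °C | Technique: Luciferase reporter luminescence | Read-out: Percent of IL-6-only median luminescence | Benchmarks: IL-6-only wells as 100% reference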
STAT1 blocker = STAT1 signaling inhibitors, primary screen, cell-based, HTS, luciferase reporter; inhibition, % at 5.5 µM; hit rate 0.35% among 200,000; NIH 3T3 STAT1-luciferase reporter, IFN-gamma, luminescence;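 active means inhibition above a set limit, the mean inhibition across all tested compounds plus 3 SD, cut at about 34% in these data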;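 further: 0% = IFN-gamma with DMSO and 100% = IFN-gamma with 300 µM nifuroxazide; values of inactives mirror those of a sister screen read the other way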
NF-kB expr up = activators of NF-kB expression in neurons, primary screen, cell-based, HTS; human neuronal cells, NF-kB reporter expression; hits give high values; fold change at 12.5 µM; hit rate 1.6% among 190,000; in the data active means fold change above about 3.3
APP 5'UTR act = activators of APP 5'UTR luciferase reporter, primary screen, SH-SY5Y cells; SH-SY5Y APP 5'UTR luciferase reporter, luminescence; zero percent = DMSO vehicle wells; activation, % at 2 µM; hit rate 1% among 190,000;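 active means activation above a set limit, based on mean plus 3 SD of controls, cut at about 140% in these data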; further: values of inactives mirror those of a sister screen read the other way
* marks the source's active call; other numbers are inactive results; . = not tested or not shown.

SMILES	STAT3 inh	HMGR II inh	Hsp70 act	TLR4-MyD88 BLA	DTT redox prof	STAT1 act	STAT3 act	STAT1 blocker	NF-kB expr up	APP 5'UTR act
CC1=Nc2ccccc2/C1=C/c1sc(=S)n(-c2cccc(C(=O)O)c2)c1O	-2	-3	-0.3	4	-2.0	81	104	19	1.3	15
CC(C)c1ccccc1-n1c(-c2cccnc2)n[nH]c1=S	-4	3	-0.2	15	-0.5	100	107	-1	1.3	-7
O=C1CC(N(C(=O)c2ccco2)c2ccc(F)cc2)C(=O)N1c1ccc(F)cc1 (configuration not stated)	-3	-3	0.3	-5	0.1	91	102	4	1.3	-3
CC(c1ccco1)N(C(=O)c1cccs1)c1ccccn1 (configuration not stated)	5	0	0.3	9	2.1	96	100	5	1.1	12
Cc1ccc(F)cc1NC(=O)CCC(=O)c1cccs1	12	5	-0.3	10	-0.1	99	89	1	1.2	10
c1ccc(CSc2nnnn2-c2ccc3c(c2)OCCO3)nc1	4	-2	0.3	-12	1.5	101	106	-1	1.3	4
COC(=O)c1ccc(OC(=O)CS(=O)c2ccccc2[N+](=O)[O-])cc1 (configuration not stated)	-11	-3	-0.2	-7	0.8	71	122	31	1.5	5
COCCNC(=O)COc1cccc2c1OC(C)(C)C2	3	-3	0.2	4	-0.3	98	105	2	1.1	1
O=C(NC1CCCCC1)NC1CCN(S(=O)(=O)c2ccc3c(c2)OCCO3)CC1	9	3	0.1	3	-2.7	105	99	-6	1.2	7
O=C(COc1ccccc1)Nc1ccc(N2CCN(C(=O)c3cccs3)CC2)cc1	12	0	-0.3	1	-0.4	104	93	-5	0.93	-4
O=C(NC(=S)Nc1cc(S(=O)(=O)N2CCOCC2)ccc1N1CCOCC1)c1ccco1	0	0	-0.5	-11	-2.5	99	101	-1	1	0
CC(C)NS(=O)(=O)c1ccc(OCC(=O)Nc2ccc3c(c2)OCO3)cc1	0	-7	0.2	-7	-1.9	99	101	-1	1	15
O=C(c1ccccc1)N1CCCCC(Cl)C1=O (configuration not stated)	3	6	-0.1	3	-0.5	104	102	-2	1.1	3
Cc1ccccc1N1CCN(Cc2c(C#N)c3ccccc3n2C)CC1	10	-1	0.1	-6	1.0	94	96	7	1.3	-7
Cc1ccc(N=Cc2ccc[nH]2)c(O)c1	3	2	0.4	6	1.7	105	101	-5	1.8	16
CCc1cccc(C)c1NC(=S)N(CCCN1CCN(C)CC1)Cc1cccs1	5	-4	-0.3	-15	-0.2	105	107	-6	1.1	3
Cc1ccccc1NCC(=O)N/N=C/c1ccc([N+](=O)[O-])cc1	-9	-1	-0.3	-14	-0.3	102	108	-2	1.2	-9
CCc1ccc(CN2CCN(S(=O)(=O)Cc3ccccc3)CC2)cc1	10	-7	-0.2	-2	1.4	101	92	0	0.8	.
CCOC(=O)CCN(Cc1cccs1)S(=O)(=O)c1ccc(F)cc1	1	4	-0.4	-7	1.0	104	100	-4	1.2	3
Cc1scc(C(=O)N/N=C/c2ccc(Cl)s2)c1C	-6	2	0.0	-9	0.0	151*	105	-58	1.2	128

Single entries from the list:
STAT3 inh, O=C(c1ccccc1)N1CCCCC(Cl)C1=O (configuration not stated) stands at 3
HMGR II inh, CC(C)c1ccccc1-n1c(-c2cccnc2)n[nH]c1=S stands at 3
NF-kB expr up, CCc1ccc(CN2CCN(S(=O)(=O)Cc3ccccc3)CC2)cc1 stands at 0.8
DTT redox prof, O=C(COc1ccccc1)Nc1ccc(N2CCN(C(=O)c3cccs3)CC2)cc1 stands at -0.4

Additional compounds follow:
SMILES	STAT3 inh	HMGR II inh	Hsp70 act	TLR4-MyD88 BLA	DTT redox prof	STAT1 act	STAT3 act	STAT1 blocker	NF-kB expr up	APP 5'UTR act
Cc1ccc(NC(=S)N2CCN(C)CC2)c(C)c1	8	-3	-0.1	9	-0.4	104	96	-4	1.1	-8
Cc1cc(C)cc(-n2cnc3cc(C(=O)O)ccc32)c1	-1	4	0.1	-2	0.7	106	107	-7	0.99	0
CCCCOC(=O)c1ccc(NC(=O)c2cc(Cl)c(Cl)cc2C(=O)O)cc1	3	-2	-0.2	-5	0.4	108	102	-10	1.2	18
Cn1c(NCc2ccco2)nc2c1c(=O)n(Cc1ccc(Br)cc1)c(=O)n2C	-1	1	-0.2	-2	1.3	84	103	18	0.62	1
COc1ccc(-c2cc3nc(C)c(CCC(=O)NCc4ccc(F)cc4)c(C)n3n2)c(OC)c1	7	-4	-0.3	-1	0.8	95	104	4	1.2	7
Cc1ccc(C(=O)Nc2sc(C)c(C)c2C(=O)c2ccccc2)cc1	8	-1	-0.3	-15	-0.4	96	97	5	1.1	-1
O=C(NCC1CCCO1)c1ccc(OC2CCN(C(=O)C3CC3)CC2)cc1 (configuration not stated)	-3	-2	0.0	8	0.8	97	114	2	1.1	7
CCS(=O)(=O)Nc1ccc(C2=NN(C(=S)Nc3ccccc3)C(c3ccco3)C2)cc1 (configuration not stated)	0	-2	-0.5	-6	0.5	118	103	-20	1.6	9
O=S(=O)(/C=C/c1ccccc1)N1CCN(c2ccc(F)cc2)CC1	4	-3	-0.4	3	-6.7	97	99	3	1.1	-1
CC(C)(C)n1nnnc1C(c1cccnc1)N1CCN(C(=O)c2ccco2)CC1 (configuration not stated)	0	-3	-0.2	-5	0.1	96	102	5	1.1	14
CC(=O)c1cccc(NC(=O)c2csc3c2CCCCC3)c1	19	3	-0.2	-6	0.3	116	85	-18	1.1	-20
CC(Sc1nnc(-c2cc3ccccc3o2)n1-c1ccccc1)C(=O)O (configuration not stated)	-29	-5	-0.1	1	1.8	99	128	1	1.2	15
COc1ccc(C(=O)Nc2ccc(N3CCN(C)CC3)cc2)cc1[N+](=O)[O-]	6	-4	-0.3	-9	-1.2	105	98	-7	1.3	10
O=c1c(-c2ccnn2-c2ccccc2F)cnc2n1CCS2	1	-3	0.1	-6	0.1	96	103	4	1.3	18
CCOC(=O)c1cc2sccc2n1CC(=O)Nc1ccc2c(c1)OCCO2	7	-3	0.3	6	0.3	100	97	0	1.2	24
CCOC(=O)C(NC(=O)c1ccccc1)(Nc1cc(C)on1)C(F)(F)F (configuration not stated)	-6	0	0.0	0	2.5	105	109	-5	1	3
CCN(CC)c1ccc(NC(=O)COC(=O)COc2ccccc2[N+](=O)[O-])cc1	1	-3	0.2	1	-0.8	97	99	4	1.2	14
Cc1cc(C)nc(N2CCCC(C(=O)NCc3cccc(C(F)(F)F)c3)C2)n1 (configuration not stated)	-3	1	-0.4	-8	-0.1	100	107	0	0.95	-3
COc1ccccc1CNC(=O)C(=O)NCC1CCCO1 (configuration not stated)	4	-13	-0.2	-12	1.8	111	100	-12	1.2	-5
CCOc1cc(OCC)cc(C(=O)Nc2cccnc2)c1	2	2	-0.2	17	-1.5	100	104	0	0.71	15

Among those listed so far, these contain an NH in an aromatic ring.
SMILES	STAT3 inh	HMGR II inh	Hsp70 act	TLR4-MyD88 BLA	DTT redox prof	STAT1 act	STAT3 act	STAT1 blocker	NF-kB expr up	APP 5'UTR act
CC(C)c1ccccc1-n1c(-c2cccnc2)n[nH]c1=S	-4	3	-0.2	15	-0.5	100	107	-1	1.3	-7
Cc1ccc(N=Cc2ccc[nH]2)c(O)c1	3	2	0.4	6	1.7	105	101	-5	1.8	16

Structural class: the compounds so far containing a CF3 group.
SMILES	STAT3 inh	HMGR II inh	Hsp70 act	TLR4-MyD88 BLA	DTT redox prof	STAT1 act	STAT3 act	STAT1 blocker	NF-kB expr up	APP 5'UTR act
CCOC(=O)C(NC(=O)c1ccccc1)(Nc1cc(C)on1)C(F)(F)F (configuration not stated)	-6	0	0.0	0	2.5	105	109	-5	1	3
Cc1cc(C)nc(N2CCCC(C(=O)NCc3cccc(C(F)(F)F)c3)C2)n1 (configuration not stated)	-3	1	-0.4	-8	-0.1	100	107	0	0.95	-3

3 compounds from above, reduced to APP 5'UTR act:
| canonical_smiles | APP 5'UTR act |
| --- | --- |
| CC(C)(C)n1nnnc1C(c1cccnc1)N1CCN(C(=O)c2ccco2)CC1 (configuration not stated) | 14 |
| CC(=O)c1cccc(NC(=O)c2csc3c2CCCCC3)c1 | -20 |
| CC(Sc1nnc(-c2cc3ccccc3o2)n1-c1ccccc1)C(=O)O (configuration not stated) | 15 |

(further entries)
SMILES	STAT3 inh	HMGR II inh	Hsp70 act	TLR4-MyD88 BLA	DTT redox prof	STAT1 act	STAT3 act	STAT1 blocker	NF-kB expr up	APP 5'UTR act
Cc1nnc(-c2ccc(Oc3ccc(Br)cc3)c([N+](=O)[O-])c2)o1	4	0	-0.3	-7	-0.2	93	97	8	1.1	1
COc1cc(=O)n(C)c2c(O)cccc12	.	-5	-0.5	-7	0.2	93	.	6	1.2	6
Cc1ccc2c(N)c(C#N)sc2n1	6	-7	0.1	5	0.2	103	95	-4	1.3	32
Cc1ccc(S(=O)(=O)n2cnc3cc([N+](=O)[O-])ccc32)c(C)c1C	10	3	0.0	-4	0.8	95	101	6	1.1	2

Screening data (PubChem BioAssay)
